# CHO-K1 Ca antag – nonselective inhibitor or artifact in parental CHO-K1 cells; ATP-induced calcium, Fluo-8 fluorescence; inhibition, % at 3 µM; 360,000 compounds, 0.6% hits;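 active = inhibition above a per-plate cutoff, the plate's mean sample inhibition plus 3 SD, cut at about 24% in these data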;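 note: 0% = DMSO plus EC80 ATP and 100% = DMSO alone without ATP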
# CHO parental Ca – signal in parental CHO cells, OX1R antagonist counter-screen; parental CHO-K1, ATP-induced calcium, Fluo-8 fluorescence; inhibition, % at 5.6 µM; 330,000 compounds, 0.63% hits; AID 463079;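 active = inhibition above that plate's mean sample inhibition plus 3 SD, cut at about 26% in these data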;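 note: 0% = ATP-challenged DMSO wells and 100% = DMSO wells without ATP; some compounds past the cut are filed as inactive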
#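 test system = CHO parental line | reagent = ATP stimulus | measured by = intracellular calcium via Fluo-8 no-wash fluorescent dye | control set = ATP and no-ATP DMSO wells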
# M1 PAM parental – counter-screen for M1 PAMs: effect in parental CHO-K1 cells. ATP EC20, Fluo-8 calcium fluorescence; 0% at ATP EC20, 100% at ATP max. activation, % at 3 µM. AID 602247. 360,000 compounds, 0.02% hits;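 active = activation above the run cutoff, the mean activation of all test compounds plus 3 SD, cut at about 40% in these data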;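 note: peak over basal fluorescence ratio in a 140 s read after ATP addition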
# M1 ag – agonists of human M1 muscarinic receptor. CHO-K1 hM1, Fluo-8 calcium fluorescence, agonist mode; 0% DMSO, 100% acetylcholine EC100. 360,000 compounds, 0.33% hits. activation, % at 3 µM. AID 588814;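 active = activation above the run's mean compound activation plus 3 SD, cut at about 16% in these data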;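 note: peak over basal fluorescence ratio within a 140 s kinetic read after compound addition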
# Target sequence (P11229 whole entry, looked up): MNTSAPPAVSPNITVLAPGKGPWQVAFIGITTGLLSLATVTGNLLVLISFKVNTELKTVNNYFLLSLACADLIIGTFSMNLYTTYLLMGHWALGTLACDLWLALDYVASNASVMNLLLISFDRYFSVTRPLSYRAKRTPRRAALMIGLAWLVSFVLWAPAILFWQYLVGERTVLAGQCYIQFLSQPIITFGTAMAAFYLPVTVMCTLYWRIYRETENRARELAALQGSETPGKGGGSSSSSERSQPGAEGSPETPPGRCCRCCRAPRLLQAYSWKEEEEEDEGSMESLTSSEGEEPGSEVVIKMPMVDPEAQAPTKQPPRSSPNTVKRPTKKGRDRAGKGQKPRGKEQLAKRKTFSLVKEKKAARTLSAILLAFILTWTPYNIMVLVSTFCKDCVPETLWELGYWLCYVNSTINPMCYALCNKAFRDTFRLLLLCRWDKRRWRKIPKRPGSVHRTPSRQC
# TAAR1 ag – agonists of human TAAR1; Q96RJ0; CHO RD-HGA16 TAAR1, Fluo-8 calcium fluorescence; vehicle wells 0%, saturating PEA agonist 100%; activation, % at 3 µM; 360,000 compounds, 0.99% hits; AID 624467;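 active = activation above the mean activation of all test compounds in the run plus 3 SD, cut at about 38% in these data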
# Target sequence (Q96RJ0 whole entry, looked up): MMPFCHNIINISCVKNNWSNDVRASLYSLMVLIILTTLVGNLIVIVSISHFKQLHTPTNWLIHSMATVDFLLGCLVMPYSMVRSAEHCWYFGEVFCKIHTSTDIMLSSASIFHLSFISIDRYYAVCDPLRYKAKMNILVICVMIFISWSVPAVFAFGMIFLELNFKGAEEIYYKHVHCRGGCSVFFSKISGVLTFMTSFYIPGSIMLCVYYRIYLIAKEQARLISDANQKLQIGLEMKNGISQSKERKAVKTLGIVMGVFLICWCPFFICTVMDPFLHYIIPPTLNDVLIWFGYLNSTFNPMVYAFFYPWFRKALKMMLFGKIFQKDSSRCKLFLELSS
#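 Repeats: no replicates (n 1) | Material: CHO-derived RD-HGA16 cells with stable Gα16 and human TAAR1 | Technique: Kinetic Fluo-8 calcium fluorescence | Schedule: 17-24 h seeding, 75 min 37 °C dye, 30 min RT | Evaluation: % activation from peak over basal fluorescence ratio, DMSO-to-PEA scaled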
# OXTR potentiate – human OXTR potentiation; P30559; 320,000 compounds, 0.061% hits; CHO-OTR cells, Fluo-8 calcium fluorescence, potentiator mode; 0% = oxytocin EC15, 100% = EC100; activation, % at 3 µM;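 active = activation above that plate's cutoff, the mean activation of tested compounds plus 3 SD, cut at about 6.6% in these data, passing the limit was not always enough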;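 note: 100% uses oxytocin at 75 nM as the full agonist control; some results filed as inactive read as strong as hits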
#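 Material: CHO-OTR cells, human receptor; compound dosing: single dose, 3.0 µM nominal final compound concentration; schedule: 6 min compound pre-incubation at room temperature, 100 s kinetic read; measured by: kinetic Fluo-8 calcium fluorescence; read-out basis: % activation vs EC15 and EC100 oxytocin; controls: EC15 oxytocin alone as 0%, 75 nM oxytocin as 100%; replicates: singlicate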
# TAAR1 antag – human TAAR1 antagonism | Q96RJ0 | CHO RD-HGA16 TAAR1, Fluo-8 calcium fluorescence, antagonist | inhibition, % at 3 µM | 360,000 compounds, 1.5% hits | AID 624466;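 active = inhibition above a per-plate cutoff, the mean inhibition of test compounds on that plate plus 3 SD, cut at about 49% in these data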;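 note: 0% = DMSO plus EC80 beta-PEA response and 100% = DMSO alone without agonist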
#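 Assay system: CHO-derived RD-HGA16 cells stably expressing human TAAR1 plus Gα16. Timing: 140 s kinetic read after compound, 140 s after agonist. Technique: kinetic Fluo-8 calcium fluorescence measurement. Measure: % inhibition of agonist calcium response.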
# CHO-K1 Ca ag – M1 agonist counterscreen hit in parental CHO-K1 cells; Fluo-8 calcium fluorescence; scaled to maximal ATP response, vehicle zero; 360,000 compounds, 0.48% hits; AID 602248; activation, % at 3 µM; in the data active = activation above about 15%;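 note: untransfected CHO-K1 host cells lacking M1 receptor as counterscreen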
# M1 antag – blocks human M1 muscarinic receptor. P11229. CHO-K1 hM1, Fluo-8 calcium fluorescence, ACh EC80 antagonist. inhibition, % at 3 µM. 360,000 compounds, 1.3% hits. AID 588852;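 active = percent inhibition above its own plate's cutoff, namely the mean of that plate's compound wells plus 3 SD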;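 note: peak over basal fluorescence ratio during 140 s after agonist addition; 0% = ACh EC80 plus DMSO and 100% = DMSO alone without agonist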
# Starred values were filed as active, the others as inactive; nt = not tested or not shown. Outcome played no part in choosing rows; 4.2% or so of the library scored in one or more.
structure	CHO-K1 Ca antag	CHO parental Ca	M1 PAM parental	M1 ag	TAAR1 ag	OXTR potentiate	TAAR1 antag	CHO-K1 Ca ag	M1 antag
O=C1C(=O)N(CCCN2CCOCC2)C(c2ccc(F)cc2)/C1=C(\O)c1ccc2c(c1)OCCO2 (stereo not drawn)	-11	-7	0	-4	4	-5	11	0.3	-3
O=C(Cn1c(=O)sc2ccccc21)Nc1ccccc1	1	-9	11	-2	13	-9	8	0.2	16
Cc1cccc(Cn2ccc(-c3ccc(Cl)cc3)c(C#N)c2=O)c1	-17	2	19	-2	2	-11	13	1.1	2
CCN(CC)C(=O)[C@H]1C[C@H](CC(=O)NC/C=C(\C)CCC=C(C)C)C(=O)N2CCc3c([nH]c4cc(-c5ccco5)ccc34)[C@]12C	-9	-26	5	-1	0	nt	-49	-0.1	-13
O=C1NCCCc2c1no[n+]2[O-]	-7	0	9	-4	6	-11	2	0.4	-14
COc1ccc(OC)c(NC(=O)NNC(=O)COc2ccc(-c3ccccc3)cc2)c1	-3	-8	1	1	0	-6	-17	5.9	2
COc1cc([N+](=O)[O-])c2nccnc2c1	-8	-10	22	0	-1	-1	15	0.2	-9
Cn1nc(-c2ccccc2)cc1NC(=O)c1cccs1	-2	-14	-3	-2	4	0	-24	0.8	16
O=C(CCn1cnc2ccccc2c1=O)Nc1ccc(S(=O)(=O)N2CCCC2)cc1	2	-1	11	-3	3	-6	3	1.5	0
CC1CCc2nc(N)c(C#N)c(-c3ccncc3)c2C1 (stereo not drawn)	3	-12	8	1	9	-10	7	0.4	-3
COc1ccc(N2CC(C(=O)N[C@H](C(=O)NC3CCCC3)C(C)C)CC2=O)cc1 (stereo partly drawn)	-8	-17	-5	-5	0	-4	-20	-0.3	-10
O=[N+]([O-])c1ccc(S(=O)(=O)N2CCN=C2SCc2cccnc2)cc1	7	-10	2	-3	21	-6	-2	0.8	2
CCc1nc2ccc(C(=O)Nc3cc(-c4ccccc4)ccc3OC)cn2c1N(C)Cc1nccs1	5	nt	-2	-2	6	nt	54*	4.4	29
CC(=O)Nc1ccc(NS(=O)(=O)c2ccc3c(c2)n(C)c(=O)n3C)cc1	0	-10	-1	-2	0	-9	12	-0.4	-1
Cc1ccc2nc(Cl)nc(-c3ccccc3)c2c1	-5	-8	-3	-8	0	6	-31	-1.1	20

# Ordered by molar mass (rising): part of the list above.
structure	CHO-K1 Ca antag	CHO parental Ca	M1 PAM parental	M1 ag	TAAR1 ag	OXTR potentiate	TAAR1 antag	CHO-K1 Ca ag	M1 antag
CC1CCc2nc(N)c(C#N)c(-c3ccncc3)c2C1 (stereo not drawn)	3	-12	8	1	9	-10	7	0.4	-3
O=C(Cn1c(=O)sc2ccccc21)Nc1ccccc1	1	-9	11	-2	13	-9	8	0.2	16
O=C1C(=O)N(CCCN2CCOCC2)C(c2ccc(F)cc2)/C1=C(\O)c1ccc2c(c1)OCCO2 (stereo not drawn)	-11	-7	0	-4	4	-5	11	0.3	-3

# Additional records follow.
structure	CHO-K1 Ca antag	CHO parental Ca	M1 PAM parental	M1 ag	TAAR1 ag	OXTR potentiate	TAAR1 antag	CHO-K1 Ca ag	M1 antag
CN(C(=O)COC(=O)c1ccc(S(=O)(=O)N2CCCC2)cc1)c1ccccc1	-18	11	13	-6	6	-4	-17	3.8	50*
O=C(CCn1c(=O)c2ccccc2n(CC(=O)NC2CCCC2)c1=O)NCc1ccco1	-8	-14	26	-4	13	-5	1	1.4	-14
Cc1nnc(SCC(=O)Nc2nc(-c3ccccc3)cs2)n1N	11	-17	2	-4	7	-3	15	0.2	-7
COc1ccc(CCNC(=O)c2ccc(CS(=O)(=O)Cc3cccc(C)c3)o2)cc1OC	-10	-3	7	4	13	-15	31	14	15
CCC(CC)C(=O)N(C)c1c(C)nc2c(OCCOc3ccc(F)cc3)cccn12	-15	nt	4	-6	2	nt	-31	3.0	-2
O=S(=O)(Nc1cccc2ncccc12)c1cccc(C(F)(F)F)c1	-14	-7	-6	0	5	-9	-6	5.3	3
O=C(O)CSc1nnc(-c2ccc3c(c2)OCO3)n1-c1ccccc1	0	-10	10	-6	2	-10	7	0.0	-5
Cc1ccc(NC(=O)C2CCCN2S(=O)(=O)c2cccc3cccnc23)c(C)c1 (stereo not drawn)	-8	-24	-3	-2	-2	-4	-1	0.3	-7
O=C(O)CSCC(=O)Nc1cccc2ccccc12	-9	-2	11	-3	8	-6	-9	0.7	6
CC(C)C(NC(=O)c1ccco1)C(=O)OCC(=O)NCCc1ccccc1 (stereo not drawn)	-15	-26	14	0	0	-3	-1	-0.9	-10
CCN(CC)C(=S)Nc1ccc(C(=O)OC)cc1	-13	-4	19	-11	2	-8	-7	1.0	-5
CC1CCC(NC(=O)COC(=O)C2=NN(c3ccccc3)C(=O)CC2)CC1 (stereo not drawn)	-19	-8	2	-7	-1	-2	-5	-0.1	-8
NC(=O)C1CCN(Cc2nc3cc(C(F)(F)F)ccc3c(=O)[nH]2)CC1	1	-3	-8	-2	0	-7	-20	-0.1	-14
CC1CCCCN1CCn1cnc2c([nH]c3ccccc32)c1=O (stereo not drawn)	10	-12	10	-11	4	-2	-4	4.4	22
CCSc1nnc(-c2cccnc2)n1-c1ccc(Cl)c(C)c1	-19	-14	21	-6	8	7	-14	1.5	-7
Cc1ccc(OCC(=O)NNC(=O)c2ccco2)c(C)c1	-2	-7	-13	0	0	-3	-27	-0.1	-7
C=CCNC(=S)Nc1sc2c(c1C(=O)OCC)CC(C)(CC)OC2 (stereo not drawn)	-3	-12	16	-11	9	-7	1	9.4	-2
Clc1ccc(-c2nc3c4ccccc4ccn3c2CC2CCCCC2)cc1	-24	nt	28	nt	-1	nt	-16	0.5	nt
COc1ccc(C=NNc2ccc([N+](=O)[O-])cn2)cc1	0	nt	-12	-2	2	nt	-8	-0.2	-5
COc1ccc(-c2nn(-c3ccccc3)cc2C(=O)N2CCN(S(=O)(=O)c3ccccc3[N+](=O)[O-])CC2)cc1	-20	nt	3	-6	15	nt	20	0.0	-7
O=C(N/N=C/C1C(c2ccccc2)C1(Cl)Cl)c1cccc(Cl)c1 (stereo not drawn)	0	7	11	-5	5	-2	18	2.8	-8
COC(=O)c1cc(-c2cccs2)[nH]n1	-6	-1	5	-8	0	-15	-5	0.0	-3
CCCC1(c2ccccc2)NC(=O)N(CC(=O)NCc2ccc(OC)cc2)C1=O (stereo not drawn)	-13	-15	-3	-1	9	1	-10	1.0	-24
COc1ccc(NC(=O)CN(C)C(=O)/C=C/c2cn(-c3ccccc3)nc2-c2ccc(C)cc2)cc1	12	-4	-15	-4	1	-10	-7	-0.5	-5
CC(=O)Nc1ccc(/C=C(\C#N)C(=O)NC2CCCCC2C)cc1 (stereo not drawn)	-3	-5	20	-4	6	-12	6	1.5	4
Cc1ccc(NCCC(=O)c2cccc([N+](=O)[O-])c2)cc1	-19	-17	19	-6	7	-9	1	0.2	-5
CCOC(=O)c1nn(-c2ccc(C)cc2)c(=O)cc1OCC(=O)Nc1ccc(OC)cc1	-6	-10	-10	-1	0	-10	-3	0.6	-6
CCOC(=O)C1=C(C)NC2=C(C(=O)CCC2)C1c1ccc(N(C)C)cc1 (stereo not drawn)	-8	-10	10	-12	-1	-3	-11	-0.1	45*
Cc1oc(-c2cccc(Cl)c2)nc1CN1CCC(C(=O)NC2CC2)CC1	-4	2	6	-2	0	-8	-5	0.5	1
CC(=O)Nc1ccc(C(=O)CSc2nnc(-c3ccc(O)cc3)n2CC2CCCO2)cc1 (stereo not drawn)	-7	-10	3	-4	10	-7	3	0.5	2
COc1ccccc1C(CNC(=O)CCNC(=O)c1ccccc1Cl)N1CCCC1 (stereo not drawn)	1	11	-3	-5	4	-4	4	0.6	0
O=C(CN1C(=O)c2ccccc2C1=O)N1CCN=C1c1ccccc1	-20	-8	20	-1	3	2	3	4.9	10
Cc1nn(C)c(C(=O)N2CCN(C(=O)c3ccco3)CC2)c1[N+](=O)[O-]	-12	0	22	-6	0	1	-4	0.5	-9
CCC(Oc1ccc2c(=O)c(-c3ccccc3OC)coc2c1)C(=O)OCc1ccccc1 (stereo not drawn)	1	57*	13	-10	-1	-9	55*	6.3	18
O=C(CSc1nnnn1-c1ccc(Cl)cc1)Nc1cccnc1Cl	-12	-2	20	-2	5	-14	16	6.0	0
CCOC(=O)Cn1cc(/C=C(/C#N)C(=O)NC(C)C)c2ccccc21	8	-12	2	-6	0	-1	8	-0.2	9
CN(C)C(CNC(=O)c1cccs1)c1cccnc1 (stereo not drawn)	-8	-1	12	-7	0	-3	2	0.2	-18
O=[N+]([O-])c1ccc(S(=O)(=O)NCC(c2cccnc2)N2CCc3ccccc32)cc1 (stereo not drawn)	-11	-21	-1	-4	-2	-11	3	0.2	-7
Cc1ccc(S(=O)(=O)N(C)C)cc1NC(=O)CN1c2cccc3cccc(c23)S1(=O)=O	-22	-1	13	-3	3	-7	11	0.9	-9
Nc1nonc1-c1noc(-c2ccc(Br)o2)n1	-3	7	2	-4	4	-10	8	-1.0	-8
OC(COc1cccc2ccccc12)CN1CCN(c2ccccc2)CC1 (stereo not drawn)	-2	-2	-15	-4	1	-16	-8	0.8	-5
COc1cccc(C2=Nn3c(nnc3-c3ccccc3O)SC2)c1	-17	-11	22	-3	0	-14	5	0.5	-8
O=C(/C=C/c1ccco1)Nc1ccc2c(c1)OCO2	-4	11	15	-1	1	-6	-11	1.4	-10
Nc1ncnc(N)c1NC(=O)c1ccc(OCc2ccccc2)cc1	1	nt	17	-3	2	nt	-12	-0.3	-13
COc1ccc(C(C)=O)cc1COC(=O)c1c(C)nn(-c2ccccc2)c1C	6	-15	8	-5	0	-9	17	1.9	2
CCn1c2ccccc2c2cc(CNCCCN3CCOCC3)ccc21	-3	-10	16	-6	3	-7	-8	1.4	-6
COc1cccc(C2/C(=C(\O)c3ccc4c(c3)OCCO4)C(=O)C(=O)N2Cc2cccnc2)c1 (stereo not drawn)	-14	-7	11	-2	0	-2	2	0.3	-6
O=C1CCN(Cc2ccco2)C(=S)N1	-19	nt	18	-2	0	nt	-10	1.1	-7

# Screens: PubChem BioAssay, The Scripps Research Institute Molecular Screening Center
